From PubChem
ERG-DNA inh – ERG Ets/DNA interaction inhibition; P11308; fluorescence polarization, His-ERG Ets domain / labelled DNA; Potency, µM (top dose mostly 76.9 µM), for inactives: at the top dose FP activity, negative = inhibition, usual class: inhibitors; actives 0.028% (n = 370,000); AID 624246; active = well fitted inhibition curve with a large enough effect in the polarisation, with a control signal flat; inconclusive = small, poorly fitted or top-dose-only effect, or effect the other way, or a change in a side signal; inactive = no such curve, though single readings can be large or run the other way; the % refers to the polarisation;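 note: polarization taken with two DNA probes labelled with fluorescein and Texas red; % of control where 0% means no effect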
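His-tagged ERG Ets domain (1 uM in the protein solution; 300mM KCl, 50mM Tris-HCl, 1mM EDTA, 1mM DTT, pH 7.5) received compound, then a probe mix of 5 nM fluorescein-DNA and 100nM Texas-615-DNA. Fluorescence polarization was read for both dyes.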
Pin1 inhibitor – human Pin1 inhibition; Q13526; Pin1 FP peptide displacement, HiFluor488, 10 min; Potency, µM (series often up to 115 µM), inactives show at the highest dose activity, negative = inhibition, hits mostly inhibitors; actives 0.009% (n = 390,000); AID 504891; active = well fitted inhibition curve with a large enough effect in the polarisation, with a control signal flat, not every such curve was filed as active; inconclusive = small, poorly fitted or top-dose-only effect, or effect the other way, or a change in a side signal; inactive = no such curve, though single readings can be large or run the other way; the % refers to the polarisation; note: % is set by controls: 0 for no effect and ±100 for the full control effect
Target sequence (Q13526 whole entry, looked up): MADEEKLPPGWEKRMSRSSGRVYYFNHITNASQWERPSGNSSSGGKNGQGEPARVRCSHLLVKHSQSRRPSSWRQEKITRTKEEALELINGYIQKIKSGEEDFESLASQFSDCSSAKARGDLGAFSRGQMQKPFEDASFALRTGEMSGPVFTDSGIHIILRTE
GLS inhibitor – blocks human kidney-isoform glutaminase activity; O94925; GLS enzymatic activity, qHTS titration; Potency, µM (series often up to 45.5 µM), without a hit: at the highest dose activity change, negative = inhibition, hits mostly inhibitors; actives 0.21% (n = 410,000); note: % is set by controls: 0 for no effect and ±100 for the full control effect
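hKGA in 45 mM KH2PO4 pH 8.2, 0.02% Tween-20 with pin-transferred compounds; 1 mM L-glutamine (stock) plus glutamate oxidase/HRP/Amplex Red coupling added. Fluorescence read initially and after 30 min at RT.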
rTrxR1 inhibitor – rat TrxR1 inhibition; actives 1% (n = 390,000); recombinant rTrxR1, NADPH fluorescence consumption, selenite substrate; Potency, µM (series often up to 114 µM), inactives show at the top dose activity change, negative = inhibition, usual class: inhibitors; note: % is set by controls: 0 for no effect and ±100 for the full control effect; nearly all actives have a fitted effect of over 65% in size
Target sequence (O89049 whole entry, looked up): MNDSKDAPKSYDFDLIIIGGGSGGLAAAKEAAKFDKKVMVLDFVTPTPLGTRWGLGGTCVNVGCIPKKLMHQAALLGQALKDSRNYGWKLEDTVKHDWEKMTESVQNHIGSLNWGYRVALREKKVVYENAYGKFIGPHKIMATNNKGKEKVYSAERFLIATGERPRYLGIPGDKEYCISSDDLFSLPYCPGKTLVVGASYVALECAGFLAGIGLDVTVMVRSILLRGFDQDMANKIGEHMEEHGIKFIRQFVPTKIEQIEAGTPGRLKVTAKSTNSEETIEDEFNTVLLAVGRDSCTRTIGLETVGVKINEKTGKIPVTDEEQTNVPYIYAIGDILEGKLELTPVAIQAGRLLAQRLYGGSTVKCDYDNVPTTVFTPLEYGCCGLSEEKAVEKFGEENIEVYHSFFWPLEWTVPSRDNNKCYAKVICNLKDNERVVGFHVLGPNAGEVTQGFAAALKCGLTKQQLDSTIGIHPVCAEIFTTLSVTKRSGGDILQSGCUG
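Rat TrxR1 (90 nM in the dispensed reagent) was pre-reduced with 400 uM NADPH for 5 min at room temperature, then incubated with compound for 15 min. After 400 uM selenite was added, NADPH fluorescence (Ex 340/Em 450 nm) was followed for 8 min.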
RGS4 inh – inhibitors of human regulator of G protein signaling 4. P49798. Potency, µM (series often up to 114 µM), for the others: at the top dose activity change, negative = inhibition, actives largely listed as inhibitors. Transcreener GDP fluorescence polarization, RGS4-accelerated GTP hydrolysis. actives 0.039% (n = 390,000). AID 504845; note: % is set by controls: 0 for no effect and ±100 for the full control effect; nearly all actives have a fitted effect of over 75% in size; some results filed as inactive show a strong effect at the top dose
Target sequence (P49798 whole entry, looked up): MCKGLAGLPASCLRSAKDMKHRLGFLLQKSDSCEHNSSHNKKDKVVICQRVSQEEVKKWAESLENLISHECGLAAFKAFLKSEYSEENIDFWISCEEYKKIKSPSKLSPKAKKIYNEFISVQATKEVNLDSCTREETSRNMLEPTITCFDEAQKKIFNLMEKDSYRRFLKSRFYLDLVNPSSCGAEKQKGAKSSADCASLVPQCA
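MLSMR compounds (23 nl, pin-transferred) preincubated 10 min at room temperature with a 500nM (2x) first reagent, then RGS4 at 900nM (2x) plus Transcreener GDP mix added; fluorescence polarization (620/688 nm) read before and after 90 min at 30 °C.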
JMJD2A Tudor inh – blocks the human JMJD2A Tudor domain; O75164; AlphaScreen JMJD2A-Tudor / H3K4me3 peptide binding; Potency, µM (highest dose often 114 µM), for inactives: at the top dose activity change, negative = inhibition, most hits filed as inhibitors; actives 4.4% (n = 390,000); AID 504339; note: % is set by controls: 0 for no effect and ±100 for the full control effect; nearly all actives have a fitted effect of over 50% in size
PGK inhibitor – inhibitors of T. brucei phosphoglycerate kinase; PGK/GAPDH coupled, Kinase-Glo luminescence, 60 min; Potency, µM (titrated, usually from 57.5 µM), without a hit: top-dose activity change, negative = inhibition, actives largely listed as inhibitors; actives 0.043% (n = 380,000); AID 602233; note: % is set by controls: 0 for no effect and ±100 for the full control effect; nearly all actives have a fitted effect of over 60% in size
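Recombinant glycosomal PGK reaction used 1,3-bisphosphoglycerate generated in-well by GAPDH (100nM final) in 100mM TEA pH 7.6, 5mM MgCl2, 0.01% Tween-20. After 60 minutes at room temperature, ATP was read by Kinase-Glo Plus luminescence end-point.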
ALOX12 inh – ALOX12 (human) lipoxygenase inhibition; P18054; purified 12hLO, xylenol orange hydroperoxide absorbance; Potency, µM (series often up to 108 µM), for the others: top-dose activity change, negative = inhibition, actives largely listed as inhibitors; actives 1.1% (n = 580,000); note: % is set by controls: 0 for no effect and ±100 for the full control effect
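Purified human 12hLO at 150 nM in 25 mM Hepes, 0.01% Triton X-100, pH 7.0, preincubated 15 min at room temperature with compound. Reaction started with 40 uM arachidonic acid, 30 min at room temperature. Hydroperoxide measured by Fe-xylenol orange, 573/405 nm absorbance ratio.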
HP1b chromo inh – HP1-beta chromodomain-methylated histone interaction inhibition; P83916; AlphaScreen HP1-beta / biotin-H3K9me3 peptide binding; Potency, µM (highest dose often 114 µM), for the others: at the top dose activity change, negative = inhibition, most hits filed as inhibitors; actives 0.56% (n = 390,000); note: nearly all actives have a fitted effect of over 70% in size; inactives centre near 23
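HP1-beta protein (50 nM final) preincubated 30 min at room temperature with biotinylated H3(1-18)K9me3 peptide (50 nM) in PBS pH 7.4, 0.01% Tween-20, then compound added for 30 min. AlphaScreen streptavidin donor/nickel chelate acceptor beads (10 ug/mL final), 30 min dark, luminescence read.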
Numbers without * were called inactive; i = inactive; ? = inconclusive; . = not tested or not shown; & = joins results of further samples; [ ] = remark or other dose. Unless noted, calls come from the whole dose curve; as a rule, active = well fitted curve in the direction sought with a large enough effect; inconclusive = small, poorly fitted or top-dose-only effect, or another doubt; inactive = no such curve, though single readings can be large; an effect the other way counts as inactive or inconclusive. Potency is the fitted concentration of half-maximal effect. Only part of the results is shown; rates above refer to the full screens.

The first 3 compounds as a preview:
ERG-DNA inh	Pin1 inhibitor	Molecule	GLS inhibitor	rTrxR1 inhibitor	RGS4 inh	JMJD2A Tudor inh	PGK inhibitor	ALOX12 inh	HP1b chromo inh
1%	6%	NS(=O)(=O)c1ccc(NC(=O)Nc2ccc(Cl)cc2)cc1	1%	11%	18%	-20%	i	-7%	26%
0%	18%	N=C1C(c2nc(-c3ccc(F)cc3)cs2)=C(O)CN1Cc1ccc(Cl)cc1	-10%	4%	-33%	-17%	-1%	-14%	19%
1%	1%	CNC(=O)CSc1nnc(NC(=O)C2CC(=O)N(c3ccccc3OC)C2)s1 (stereo unspecified)	3%	-23%	-30%	-9%	0%	-29%	50%[activator]

The list itself, repeating the preview:
ERG-DNA inh	Pin1 inhibitor	Molecule	GLS inhibitor	rTrxR1 inhibitor	RGS4 inh	JMJD2A Tudor inh	PGK inhibitor	ALOX12 inh	HP1b chromo inh
1%	6%	NS(=O)(=O)c1ccc(NC(=O)Nc2ccc(Cl)cc2)cc1	1%	11%	18%	-20%	i	-7%	26%
0%	18%	N=C1C(c2nc(-c3ccc(F)cc3)cs2)=C(O)CN1Cc1ccc(Cl)cc1	-10%	4%	-33%	-17%	-1%	-14%	19%
1%	1%	CNC(=O)CSc1nnc(NC(=O)C2CC(=O)N(c3ccccc3OC)C2)s1 (stereo unspecified)	3%	-23%	-30%	-9%	0%	-29%	50%[activator]
-5%	-5%	COc1ccc(CNC(=O)Cc2nn(C)c(=O)c3ccccc23)cc1	-2%	-4%[57.1 µM]	-11%	-4%	-6%	-20%	28%
-4%	2%	C=CC[C@@H](CC(=O)OC(C)(C)C)C(=O)OC[C@H]1CCCN1C(=O)[C@@H](CC=C)CC(=O)N[C@H](CO)Cc1ccccc1	1%	6%[57.1 µM]	7%	-21%	0%	1%	33%
4%	11%	COc1ccc(CCNC(=O)c2cc(-c3ccc(C)c(C)c3O)n[nH]2)cc1OC	-1%	-2%	?	-17%	-3%	-8%&-7%	20%
3%	1%	Cc1ccccc1C(=O)OC1OC(=O)C(Cl)=C1Nc1ccccc1 (stereo unspecified)	0%	3%[57.1 µM]	?	-33%	-3%	-12%	18%
.	-3%	COc1ccc(C2C(C(=O)O)CCC(=O)N2c2ccc(OC)cc2)cc1 (stereo unspecified)	0%	8%	16%	-7%	0%	0%[57.4 µM]	30%
-2%	18%	O=C(Nc1ccc(NC(=O)c2cccs2)cc1)c1ccc(Br)cc1	4%	22%	25%	-5%	i	-3%	22%
15%	9%	Fc1ccc(NC(=S)N2CCN(C/C=C/c3ccccc3)CC2)c(F)c1	8%	0%	-16%	-30%	-5%	-5%	18%
-9%	-6%	CCOC(=O)N(C)S(=O)(=O)c1ccccc1[N+](=O)[O-]	10%	-22%	-3%	-15%	-2%	-2%	26%
-3%	?	COc1cc(NC(=O)Cc2ccc(OC)c(S(=O)(=O)N3CCOCC3)c2)c(OC)cc1Cl	?	-2%	-32%	-33%	-2%	4%	9%[57 µM]
-5%	1%	CN1CCN(c2ccc(NC(=O)c3cc([N+](=O)[O-])ccc3N3CCOCC3)cc2)CC1	33%[activator]	19%	-4%	-10%	-6%	-7%	-6%
-4%	2%	COc1ccccc1/C=C/CN1CCCCC1	7%	4%[57.1 µM]	-16%	1.4µM*	0%	?	?
9%	0%	O=C(O)c1ccccc1C(=O)Nc1ccc(Br)c(C(F)(F)F)c1	3%	21%	-11%	4%	-4%	-4%	41%[activator]
-3%	-10%	CCOc1ccc(Cc2nn[nH]n2)cc1	6%	6%[57.1 µM]	8%[11.4 µM]	-12%[11.4 µM]	5%	-13%	22%
-6%	0%	COc1ccccc1-c1cc(C(=O)NCc2ccc(Cl)cc2)no1	-6%	124%[activator]	-3%	18%	-7%	-2%	61%[activator]
-6%	-22%	COc1ccc(C(=O)NC(=S)NNC(=O)c2cccc(C)c2)cc1	7%	?	-46%	-32%	-1%	?	-16%
8%	-3%	Clc1ccc(Cn2ncc3c(N4CCOCC4)ncnc32)cc1	-21%	9%[57.1 µM]	-4%	7%	i	3%	38%
22%	.	CN(CCCC(=O)O)c1ccc(N=Nc2ccc([N+](=O)[O-])cc2)cc1	-8%	-4%	10%	22µM*	?	18%	11µM*
2%	5%	O=C(CSc1nc2c(cnn2-c2ccccc2)c(=O)[nH]1)N1CCCCC1	16%	20%	4%	-18%	-6%	-11%	29%
14%	-5%	COc1cnn(-c2ccc(C)cc2)c(=O)c1Cl	-16%	22%	3%	1%	i	1%	41%[activator]
-2%	2%	CCN(CC)C(=O)c1ccccc1NC(=O)c1ccccc1C	0%	7%[57.1 µM]	5%	-1%	3%	-2%	31%[activator]
.	-2%	O=C(OCn1nnc2ccccc2c1=O)c1cc(-c2ccccc2)nc2ccccc12	7%	-3%	10%	6%	0%	-4%	22%
1%	12%	CC(C)CNS(=O)(=O)c1ccc(CCC(=O)Nc2cc(Cl)ccc2Oc2ccccc2)cc1	2%	27%	-48%	-11%	-5%	483%[activator]	13%

Single records (already shown).
Record of `Clc1ccc(Cn2ncc3c(N4CCOCC4)ncnc32)cc1` → ERG-DNA inh = 8%; Pin1 inhibitor = -3%; GLS inhibitor = -21%; rTrxR1 inhibitor = 9%[57.1 µM]; RGS4 inh = -4%; JMJD2A Tudor inh = 7%; PGK inhibitor = i; ALOX12 inh = 3%; HP1b chromo inh = 38%
Record of `COc1ccc(CCNC(=O)c2cc(-c3ccc(C)c(C)c3O)n[nH]2)cc1OC` → ERG-DNA inh = 4%; Pin1 inhibitor = 11%; GLS inhibitor = -1%; rTrxR1 inhibitor = -2%; RGS4 inh = ?; JMJD2A Tudor inh = -17%; PGK inhibitor = -3%; ALOX12 inh = -8%&-7%; HP1b chromo inh = 20%

The list goes on.
ERG-DNA inh	Pin1 inhibitor	Molecule	GLS inhibitor	rTrxR1 inhibitor	RGS4 inh	JMJD2A Tudor inh	PGK inhibitor	ALOX12 inh	HP1b chromo inh
-5%	-4%	CCOc1cc2[nH]c(=O)n(CCC(=O)NCCc3ccccc3)c(=O)c2cc1OCC	17%	25%[57.1 µM]	17%	-11%	8%	0%	38%[activator]
-1%	-6%	CC(=O)N1[C@H](Cc2ccccc2)C=C[C@]1(C)C(=O)NCCN1CCOCC1	0%	3%	2%	2%	-2%	-3%	5%
1%	-1%	CN1CCC(C2(O)c3ccccc3CCc3ccccc32)CC1	-13%	-9%	-23%	-13%	-9%	-8%	21%
.	3%	Brc1ccc(OCCn2ccnc2)cc1	7%	-9%	-1%	-23%	-8%	11%	17%
-1%	5%	O=C(c1ccc(CN2CCOCC2)cc1)N1CCN(c2ccccc2F)CC1	8%	13%	41%	-2%	-14%	0%	12%
18%	-1%	NC(=O)[C@@H]1CC2(CC(c3cccc(NC(=O)[C@H]4CCC(=O)N4)c3)=NO2)CN1C(=O)COc1ccc(Cl)cc1 (stereo partly specified)	2%	-20%[57.1 µM]	4%	?	-4%	?	5%
18%	-7%	CC(Oc1ccc2c3c(c(=O)oc2c1)CCC3)C(=O)NCc1ccccn1 (stereo unspecified)	2%	15%	28%	-23%	-7%	0%	24%
-6%	-6%	COc1ccccc1C(=O)NC(=O)COC(=O)Cc1ccc(F)cc1	6%	25%	42%	-3%	-4%	-12%	19%
-3%	6%	O=C(Cn1ccn(-c2ccc(F)cc2)c(=O)c1=O)NCCc1ccccc1	7%	14%	2%	-9%	0%	1%&-22%	23%
4%	1%	COc1ccc(CCNC(=O)Cn2nnc(-c3cccc(OC)c3OC)n2)cc1OC	-22%	2%	-7%	-17%	-3%	0%	10%
-2%	1%	Cc1ccn2c(/C=N/OCc3cccc(F)c3)c(-c3ccc(Cl)cc3)nc2c1	-18%	40%[activator][57.1 µM]	-1%[11.4 µM]	?	-6%	-17%	118%[activator]
-2%	0%	CSc1ccc(CCNC(=O)c2ccc3c(c2)nc2n3CCOC2)cc1	4%	16%[57.1 µM]	3%	?	1%	-14%	23%[57 µM]
3%	-3%	CCOc1ncccc1C(=O)OCC(=O)NC(=O)c1ccccc1	-4%	21%	13%	-1%	0%	174%[activator]	45%[activator]
-8%	-17%	O=C1c2ccc(Cl)cc2S(=O)(=O)c2cccc(C(=O)N3CCN(c4ncc(Br)cn4)CC3)c21	-13%	17%[57.1 µM]	9%	-35%	i	?	7%
11%	2%	CC(C)(C)OC(=O)C[C@@H]1C/C=C\C[C@@H](CC(=O)N[C@@H](CO)Cc2ccccc2)C(=O)N2CCC[C@@H]2COC1=O	-5%	22%	-9%	-15%	-7%	?	61%[activator]
3%	-1%	O=C(O)c1cc(S(=O)(=O)N(Cc2ccccc2)c2ccccc2Cl)ccc1Cl	9%	6%	-12%	-19%	.	20%	4%
2%	-8%	CCCCCCCC(=O)N/N=C/c1ccncc1	-8%	3%	5%	-6%	-2%	12%	17%
3%	-2%	CC1CCCCN1S(=O)(=O)c1ccc2c(c1)C(C)(C)C(=O)N2C (stereo unspecified)	6%	14%[57.1 µM]	-11%	1%	2%	349%[activator]	53%[activator]
